Source: PubChem BioAssay
All columns: NCI-60 one-dose screen, growth in % after 48 h at 10 µM unless noted; 100 = growth as untreated, 0 = no growth, -100 = all killed.
HOP-62: HOP-62 NSCLC; 80,000 compounds, 3.9% hits; AID 1794735
HOP-92: HOP-92 NSCLC cells. 71,000 compounds, 6.3% hits
MOLT-4: MOLT-4 leukemia cells; 80,000 compounds, 6.9% hits
RPMI-8226: RPMI-8226 leukemia cells; 77,000 compounds, 7.5% hits; AID 1794781
MDA-MB-435: MDA-MB-435 melanoma; 82,000 compounds, 7.8% hits; AID 1794794
SR: SR leukemia cells; 73,000 compounds, 8.7% hits; AID 1794780
K-562: K-562 leukemia. 78,000 compounds, 7.4% hits. AID 1794777
CCRF-CEM: CCRF-CEM leukemia | 77,000 compounds, 7% hits | AID 1794778
Starred values were filed as active, the others as inactive. The calls were made as follows: active = growth percent below 10; inactive = the rest.

How did COc1ccc2c(c1)/C(=C\c1sc(Nc3ccc(O)cc3)nc1O)C(C(=O)O)=N2 do in these assays?
HOP-62: 99; HOP-92: 99; MOLT-4: 106; RPMI-8226: 95; MDA-MB-435: 103; SR: 103; K-562: 102; CCRF-CEM: 93

What do the screens show for `O=C(NN1C(=O)c2ccccc2C1=O)c1ccc(NC(=O)c2ccccn2)cc1`?
HOP-62: 104; HOP-92: 89; RPMI-8226: 101; MDA-MB-435: 97; SR: 105; K-562: 95

How did COC(=O)c1ccc(C=O)cc1 do in these assays?
HOP-62: 101; HOP-92: 110; MOLT-4: 99; RPMI-8226: 104; MDA-MB-435: 109; SR: 95; K-562: 105; CCRF-CEM: 102

What do the screens show for `COc1ccc(CCNC(=S)/N=C\C2=C(O)c3ccccc3C2=O)cc1OC`?
HOP-62: 95; HOP-92: 83; MOLT-4: 100; RPMI-8226: 94; MDA-MB-435: 114; SR: 83; K-562: 99; CCRF-CEM: 102

Results for O=C(CCCC(=O)N/N=C/c1cccc(O)c1)N/N=C\c1cccc(O)c1 ?
HOP-62: 101; HOP-92: 100; MOLT-4: 131; RPMI-8226: 113; MDA-MB-435: 108; SR: 149; K-562: 113; CCRF-CEM: 105

What do the screens show for `CCOC(=O)C1(C(=O)OCC)NC(=O)CC1C` (stereo not given)?
HOP-62: 106; MOLT-4: 112; RPMI-8226: 114; MDA-MB-435: 112; SR: 96; K-562: 94; CCRF-CEM: 131

What do the screens show for `O=C(CN1C(=O)CCC1=O)Nc1ncc(Cc2ccccc2Cl)s1`?
HOP-62: 106; HOP-92: 106; MOLT-4: 100; RPMI-8226: 101; MDA-MB-435: 102; SR: 95; K-562: 97; CCRF-CEM: 121

Results for O=C1/C(=C\c2ccc(Cl)cc2)Sc2c(F)cccc21 ?
HOP-62: 84; HOP-92: 96; MOLT-4: 86; RPMI-8226: 87; MDA-MB-435: 104; SR: 88; K-562: 82; CCRF-CEM: 102

How did CCN(CC)c1ccc(/C=C/C2=[N+](C)c3ccccc3C2(C)C)c(C)c1 do in these assays?
HOP-62: 5.4*; HOP-92: -20*; MOLT-4: -20*; RPMI-8226: -26*; MDA-MB-435: -14*; SR: -15*; K-562: 6.1*; CCRF-CEM: 4.9*

Results for O=[N+]([O-])c1ccc(S(=O)(=O)N2CCN(c3ccnc4cc(Cl)ccc34)CC2)c([N+](=O)[O-])c1 ?
HOP-62: 96; HOP-92: 82; MOLT-4: 44; RPMI-8226: 26; MDA-MB-435: 98; SR: 3.1*; K-562: 18; CCRF-CEM: 15

Results for O=C(Cc1c[nH]c2ccccc12)N=Nc1c(O)[nH]c2ccc(Br)cc12 ?
HOP-62: 82; HOP-92: 78; MOLT-4: 91; RPMI-8226: 81; MDA-MB-435: 100; SR: 99; K-562: 98; CCRF-CEM: 95

How did CC[C@@H](C(=O)[C@@H](C)[C@@H](O)[C@H](C)[C@@H]1O[C@@H]([C@@H](CC)C(=O)NCCc2ccc(F)cc2)CC[C@@H]1C)C1O[C@]2(C=CC(=O)[C@]3(CC[C@@](C)([C@H]4CC[C@](O)(CC)[C@H](C)O4)O3)O2)[C@H](C)C[C@@H]1C (stereo not given in full) do in these assays?
HOP-62: 36; HOP-92: -0.5*; MOLT-4: 19; RPMI-8226: 7.6*; MDA-MB-435: 39; SR: 42; K-562: 17; CCRF-CEM: 40

What do the screens show for `Oc1ccc(/C=N/c2n[nH]c(-c3ccc(Cl)cc3)n2)c(O)c1O`?
HOP-62: 88; HOP-92: 93; MOLT-4: 96; RPMI-8226: 89; MDA-MB-435: 101; SR: 83; K-562: 92; CCRF-CEM: 91

How did Cc1cc(C)n(C(=O)c2sc(=S)n(-c3ccccc3)c2N=[N+]=[N-])n1 do in these assays?
HOP-62: 105; HOP-92: 117; MOLT-4: 93; RPMI-8226: 111; MDA-MB-435: 106; SR: 99; K-562: 98; CCRF-CEM: 105

What do the screens show for `NC(=O)C1C2C=CC(C2)C1c1ccccc1` (stereo not given)?
HOP-62: 93; HOP-92: 116; MOLT-4: 98; RPMI-8226: 114; MDA-MB-435: 112; SR: 98; K-562: 107; CCRF-CEM: 122

Results for C/C=C(\C)C(=O)NC1=CC[C@@]2(C)C(=CCC3C2CC[C@@]2(C)C3CC[C@@H]2C(C)N(C)C)C1=O (stereo not given in full) ?
HOP-62: 46; HOP-92: 41; MOLT-4: 47; RPMI-8226: 3.8*; MDA-MB-435: -2.6*; SR: 28; CCRF-CEM: 15

How did CC1=Nc2nc(=N)nc3cccc(n23)N1 do in these assays?
HOP-62: 96; HOP-92: 99; MOLT-4: 101; RPMI-8226: 105; MDA-MB-435: 109; K-562: 103; CCRF-CEM: 99

Results for COc1ccc(-c2c3ccccc3c(OC(C)=O)c3cc(OC)ccc23)cc1 ?
HOP-62: 117; HOP-92: 59; MOLT-4: 70; RPMI-8226: 66; MDA-MB-435: 100; SR: 88; K-562: 86; CCRF-CEM: 67

How did O=C(CSc1nc2sc3c(c2c(=O)n1-c1ccc(Cl)cc1)CCCC3)Nc1nc(-c2cccc([N+](=O)[O-])c2)cs1 do in these assays?
HOP-62: 94; HOP-92: 120; MOLT-4: 110; RPMI-8226: 114; MDA-MB-435: 102; SR: 107; K-562: 99; CCRF-CEM: 107

How did Cc1ccc(-c2cc(-c3ccccc3)n3nc(-c4ccc(Cl)cc4)cc3n2)cc1 do in these assays?
HOP-62: 109; HOP-92: 103; MOLT-4: 106; RPMI-8226: 107; MDA-MB-435: 102; SR: 109; K-562: 114; CCRF-CEM: 111

How did COC(=O)C(C)NC(=O)Cc1ccccc1 (stereo not given) do in these assays?
HOP-62: 108; HOP-92: 86; MOLT-4: 99; RPMI-8226: 99; MDA-MB-435: 103; SR: 95; K-562: 104

What do the screens show for `O=C1CC(c2ccc(Cl)cc2)c2snc(-c3cccc(F)c3)c2N1` (stereo not given)?
HOP-62: 91; MOLT-4: 65; RPMI-8226: 71; MDA-MB-435: 96; SR: 51; K-562: 60; CCRF-CEM: 78

What do the screens show for `COc1cccc(/C=N/NC(N)=S)c1`?
HOP-62: 52; HOP-92: 95; MOLT-4: 96; RPMI-8226: 121; MDA-MB-435: 103; SR: 96; K-562: 75; CCRF-CEM: 105

Results for COc1cc(/C=C\c2cccc[n+]2C)ccc1O ?
HOP-62: 97; HOP-92: 83; MOLT-4: 99; RPMI-8226: 94; MDA-MB-435: 120; SR: 97; K-562: 102; CCRF-CEM: 93

Results for CC1=C(C(=O)OCc2ccccc2)C(c2ccc3c(c2)OCO3)NC(=O)N1 (stereo not given) ?
HOP-62: 114; HOP-92: 92; MOLT-4: 104; RPMI-8226: 89; MDA-MB-435: 103; SR: 104; K-562: 107; CCRF-CEM: 103

How did N#C/C(C(=O)Nc1ccc(S(N)(=O)=O)cc1)=C1\C(=O)Nc2ccc([N+](=O)[O-])cc21 do in these assays?
HOP-62: 109; HOP-92: 98; MOLT-4: 121; RPMI-8226: 112; MDA-MB-435: 101; SR: 127; K-562: 113; CCRF-CEM: 103

Results for N=C(N)c1ccc(-c2ccc(-c3ccc(Cl)cn3)s2)cc1 ?
HOP-62: 56; HOP-92: 35; MOLT-4: 4.7*; MDA-MB-435: -53*; SR: 6.6*; K-562: -9.9*; CCRF-CEM: 3.3*

Results for CC(C)CCSC(=N)N ?
HOP-62: 95; HOP-92: 96; MOLT-4: 106; RPMI-8226: 97; MDA-MB-435: 95; SR: 94; K-562: 99; CCRF-CEM: 90

How did Cn1c(=O)c(-c2ccc(Cl)cc2)cc2cnc(Nc3cccc(S(C)(=O)=O)c3)nc21 do in these assays?
HOP-62: 72; HOP-92: 51; MOLT-4: 38; RPMI-8226: 74; MDA-MB-435: 45; SR: 28; K-562: 26; CCRF-CEM: 66

What do the screens show for `CCCCOc1ncnc2c1CC(C)c1ccccc1N2C` (stereo not given)?
HOP-62: 89; HOP-92: 90; MOLT-4: 86; RPMI-8226: 85; MDA-MB-435: 103; K-562: 97; CCRF-CEM: 97

Results for CCCCn1c(=O)c(-c2cc(-c3ccc(Cl)cc3)nc(-c3ccc(Cl)cc3)c2)cc2ccccc21 ?
HOP-62: 109; HOP-92: 111; MOLT-4: 97; MDA-MB-435: 102; SR: 99; K-562: 91; CCRF-CEM: 98

Results for C/C=C(\C)C(C(=O)NC1CCCCC1)N(C(=O)C1CCc2cc(F)ccc2O1)c1cc(Cl)cc(Cl)c1 (stereo not given) ?
HOP-62: 91; HOP-92: 97; MOLT-4: 94; RPMI-8226: 91; MDA-MB-435: 100; SR: 121; K-562: 98; CCRF-CEM: 100

What do the screens show for `Nc1nc2c(N=Nc3ccc(Cl)cc3)c(N)nn2c(-c2ccc(Cl)cc2)c1-c1nc2ccccc2s1`?
HOP-62: 104; HOP-92: 91; MOLT-4: 101; RPMI-8226: 111; MDA-MB-435: 107; SR: 108; K-562: 108; CCRF-CEM: 98

How did O=C(CCN1CCCC1)Nc1ccc2c(NCCCCc3ccccc3)c3ccccc3nc2c1 do in these assays?
HOP-62: -47*; HOP-92: -2.0*; MOLT-4: -26*; RPMI-8226: -43*; MDA-MB-435: -91*; SR: -29*; K-562: -31*; CCRF-CEM: -25*

Results for N#Cc1c(CCCO)c(C#N)c2nc3ccccc3n2c1N ?
HOP-62: 98; HOP-92: 104; MOLT-4: 102; RPMI-8226: 111; MDA-MB-435: 104; SR: 101; K-562: 99; CCRF-CEM: 101

How did COc1ccc(C2CC(c3ccccc3)=NN2c2nc(-c3ccccc3)c(C#N)c(=O)n2C)cc1 (stereo not given) do in these assays?
HOP-62: 110; HOP-92: 53; MOLT-4: 89; RPMI-8226: 97; MDA-MB-435: 90; SR: 96; K-562: 87

Results for Fc1ccccc1N=Cc1ccc(C=Nc2ccccc2F)cc1 ?
HOP-62: 98; HOP-92: 102; MOLT-4: 84; RPMI-8226: 104; MDA-MB-435: 96; K-562: 87; CCRF-CEM: 66

What do the screens show for `Cc1cc(C2=NN(C(=O)c3ccccc3)C(c3ccc[nH]3)C2)ccc1-n1ccc(C(F)(F)F)n1` (stereo not given)?
HOP-62: 106; HOP-92: 123; MOLT-4: 81; RPMI-8226: 91; MDA-MB-435: 97; SR: 96; K-562: 78; CCRF-CEM: 95

How did COc1cc(O)cc(OC)c1CC(C)=O do in these assays?
HOP-62: 101; HOP-92: 100; MOLT-4: 87; RPMI-8226: 97; MDA-MB-435: 114; SR: 93; K-562: 103; CCRF-CEM: 94

How did COc1cc(/C=N/Nc2ncnc3c2c(C)nn3-c2ccc(Cl)cc2)ccc1O do in these assays?
HOP-62: 72; HOP-92: 62; MOLT-4: 42; RPMI-8226: 63; MDA-MB-435: 90; SR: 44; K-562: 64; CCRF-CEM: 23

How did CCCCCCCCCCCCNC(C(=O)c1ccccc1)c1ccccc1 (stereo not given) do in these assays?
HOP-62: 112; HOP-92: 67; MOLT-4: 100; RPMI-8226: 103; MDA-MB-435: 101; SR: 88; K-562: 101; CCRF-CEM: 102

How did O=S(=O)(O)c1ccc(O)c(S(=O)(=O)O)c1 do in these assays?
HOP-62: 102; MOLT-4: 113; RPMI-8226: 129; MDA-MB-435: 102; K-562: 113; CCRF-CEM: 116

Grouped by structure: the compounds so far containing an aryl methoxy group
How did COc1ccc2c(c1)/C(=C\c1sc(Nc3ccc(O)cc3)nc1O)C(C(=O)O)=N2 do in these assays?
HOP-62: 99; HOP-92: 99; MOLT-4: 106; RPMI-8226: 95; MDA-MB-435: 103; SR: 103; K-562: 102; CCRF-CEM: 93

What do the screens show for `COc1ccc(CCNC(=S)/N=C\C2=C(O)c3ccccc3C2=O)cc1OC`?
HOP-62: 95; HOP-92: 83; MOLT-4: 100; RPMI-8226: 94; MDA-MB-435: 114; SR: 83; K-562: 99; CCRF-CEM: 102

Results for COc1ccc(-c2c3ccccc3c(OC(C)=O)c3cc(OC)ccc23)cc1 ?
HOP-62: 117; HOP-92: 59; MOLT-4: 70; RPMI-8226: 66; MDA-MB-435: 100; SR: 88; K-562: 86; CCRF-CEM: 67

What do the screens show for `COc1cccc(/C=N/NC(N)=S)c1`?
HOP-62: 52; HOP-92: 95; MOLT-4: 96; RPMI-8226: 121; MDA-MB-435: 103; SR: 96; K-562: 75; CCRF-CEM: 105

Results for COc1cc(/C=C\c2cccc[n+]2C)ccc1O ?
HOP-62: 97; HOP-92: 83; MOLT-4: 99; RPMI-8226: 94; MDA-MB-435: 120; SR: 97; K-562: 102; CCRF-CEM: 93

How did COc1ccc(C2CC(c3ccccc3)=NN2c2nc(-c3ccccc3)c(C#N)c(=O)n2C)cc1 (stereo not given) do in these assays?
HOP-62: 110; HOP-92: 53; MOLT-4: 89; RPMI-8226: 97; MDA-MB-435: 90; SR: 96; K-562: 87

How did COc1cc(O)cc(OC)c1CC(C)=O do in these assays?
HOP-62: 101; HOP-92: 100; MOLT-4: 87; RPMI-8226: 97; MDA-MB-435: 114; SR: 93; K-562: 103; CCRF-CEM: 94

How did COc1cc(/C=N/Nc2ncnc3c2c(C)nn3-c2ccc(Cl)cc2)ccc1O do in these assays?
HOP-62: 72; HOP-92: 62; MOLT-4: 42; RPMI-8226: 63; MDA-MB-435: 90; SR: 44; K-562: 64; CCRF-CEM: 23
